PfHsp90 set2: growth inhibition of PfHsp90-expressing yeast, primary screen, antimalarial PfHsp90 inhibitor project, S. cerevisiae, BacTiter-Glo luminescence, single point, set 2 | BacTiter-Glo ATP, 48 h; yeast lacking PDR1 and PDR3 efflux regulators | inhibition, % at 9.4 µM | 0.32% of 310,000 active | AID 504621, 2011;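 active = every replicate shows inhibition above about 80%, whatever the replicate mean, limit read from the data; inconclusive = mean inhibition reaches the set limit but some replicate falls short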;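 also: 0% = DMSO neutral controls and 100% = 20 µM radicicol positive controls; yeast relying on Plasmodium falciparum Hsp90 in place of its own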
Rtt109 HAT inh: inhibitors of C. albicans Rtt109/Vps75 HAT, primary screen, biochemical, ThioGlo CoA-SH fluorescence, plate reader; Histone acetyltransferase RTT109 (Candida albicans (strain SC5314 / ATCC MYA-2876)), …; purified Rtt109/Vps75, 4 h; inhibition, % at 34.9 µM; 0.16% of 330,000 active; AID 540336, 2011;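 active = inhibition of at least 50% in every replicate; inconclusive = best replicate reaches 50% inhibition but some replicates fall short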
Target sequence (Q5AAJ8 whole entry, looked up): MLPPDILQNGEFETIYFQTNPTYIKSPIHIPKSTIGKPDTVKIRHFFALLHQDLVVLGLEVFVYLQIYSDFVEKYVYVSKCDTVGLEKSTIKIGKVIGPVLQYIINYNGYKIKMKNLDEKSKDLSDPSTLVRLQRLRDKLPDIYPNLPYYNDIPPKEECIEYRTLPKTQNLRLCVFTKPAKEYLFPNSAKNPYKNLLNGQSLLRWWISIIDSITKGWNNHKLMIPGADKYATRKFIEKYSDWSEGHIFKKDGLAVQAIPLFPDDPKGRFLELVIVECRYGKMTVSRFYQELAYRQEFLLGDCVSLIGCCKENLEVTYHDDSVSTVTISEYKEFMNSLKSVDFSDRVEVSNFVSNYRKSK
Ecoli viability: E. coli V3065 growth inhibition, primary screen, counter-screen for AddAB inhibitor project, absorbance, OD600; inhibition, % at 11.9 µM; 0.27% of 330,000 active; 18 h;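 active = inhibition above the campaign's mean inhibition across all tested compounds plus 3 SD, cut at about 9.9% in these data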;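 also: uninfected addAB+ strain grown without phage in ampicillin broth; 0% = DMSO wells and 100% = ciprofloxacin 0.95 µg/ml wells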
AddAB inh: growth inhibition of E. coli expressing H. pylori AddAB, primary screen, AddAB inhibitor project, absorbance; AID 435030, 2010; 0.29% of 330,000 active; inhibition, % at 11.9 µM; in the data active = inhibition above about 12%;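 also: 0% = vehicle wells of infected cells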
phage Ecoli inh: growth loss of phage-infected E. coli, primary screen, RecBCD inhibitor project, absorbance, with phage, HTS | inhibition, % at 11.9 µM | 0.26% of 360,000 active | AID 651602, 2012; in the data active = inhibition above about 11%
DAGLB inhibitor: DAGLB lipase inhibitors, primary screen, biochemical, fluorescence, HTS; Diacylglycerol lipase-beta (Homo sapiens), Q8NCG7; HEK293T DAGLB membrane lysate, EnzChek fluorogenic substrate; inhibition, % at 5.17 µM; 0.059% of 340,000 active; AID 504411, 2011; in the data active = inhibition above about 34%;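 also: 0% = enzyme with vehicle and 100% = wells lacking enzyme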
Target sequence (Q8NCG7 whole entry, looked up): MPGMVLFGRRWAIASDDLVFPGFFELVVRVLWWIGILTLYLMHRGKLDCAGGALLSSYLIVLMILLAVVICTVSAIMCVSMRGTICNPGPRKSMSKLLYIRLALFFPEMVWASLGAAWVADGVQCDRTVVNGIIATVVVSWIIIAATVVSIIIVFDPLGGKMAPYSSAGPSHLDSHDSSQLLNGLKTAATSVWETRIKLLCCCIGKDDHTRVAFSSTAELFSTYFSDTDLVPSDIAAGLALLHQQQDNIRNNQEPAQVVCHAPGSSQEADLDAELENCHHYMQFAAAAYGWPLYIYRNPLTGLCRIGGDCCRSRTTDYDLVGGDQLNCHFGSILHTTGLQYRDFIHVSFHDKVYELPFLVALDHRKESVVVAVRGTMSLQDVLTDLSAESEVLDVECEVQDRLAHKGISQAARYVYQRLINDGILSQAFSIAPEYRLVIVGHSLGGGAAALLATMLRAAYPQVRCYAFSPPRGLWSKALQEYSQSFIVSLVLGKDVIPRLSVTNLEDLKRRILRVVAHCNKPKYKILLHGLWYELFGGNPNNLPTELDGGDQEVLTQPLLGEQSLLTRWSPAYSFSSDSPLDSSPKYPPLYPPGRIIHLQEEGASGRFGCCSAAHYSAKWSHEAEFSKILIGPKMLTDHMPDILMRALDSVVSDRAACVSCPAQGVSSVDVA
Tat transport: E. coli Tat export inhibitors, primary screen, MC4100, TorA-mCherry reporter, fluorescence, single point. inhibition, % at 10 µM. 0.036% of 340,000 active. AID 488895, 2010;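 active = mean replicate inhibition at least 50% and at least half of replicates individually reaching 50%; inconclusive = only one of the two criteria met; inactive = neither criterion met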;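 also: exported cargo escapes ClpAP degradation while cytoplasmic cargo is degraded and loses fluorescence; 0% = median of neutral control wells and 100% = median of NaSCN control wells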
CAL PDZ FP: CAL PDZ peptide-binding inhibitors, primary screen, biochemical, fluorescence polarization, Cer-tagged CAL PDZ, HTS | 0.02% of 330,000 active | inhibition, % at 20 µM | Golgi-associated PDZ and coiled-coil motif-containing protein (Homo sapiens), Q9HD26 | purified CAL PDZ, TMR-peptide fluorescence polarization, 1 h;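 active = highest replicate inhibition of at least 40%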;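 also: plate controls were DMSO neutral control wells for no effect and unlabeled competitor peptide control wells for full effect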
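Test system: tagged CAL PDZ domain / Buffer or medium: sodium phosphate/NaCl buffer pH 7.4 with TCEP, IgG, Thesit / Reagent: TMR-labelled reporter peptide T*-PRC34 bound in PDZ groove / Compound dosing: single point, 20 µM / Schedule: 1 h incubation at room temperature before polarization reading / Technique: fluorescence polarization (mP) / Benchmarks: unlabelled peptide, DMSO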
PvdQ inh: P. aeruginosa PvdQ acylase inhibitors, primary screen, biochemical, fluorescence, plate reader and imaging, single point | PvdQ acylase [Pseudomonas aeruginosa LESB58] | 0.063% of 340,000 active | inhibition, % at 10 µM | AID 488965, 2010 | purified PvdQ acylase; in the data active = inhibition above about 30%, passing the limit was not always enough; inconclusive = no clear call, values can overlap the other calls;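 also: 0% = vehicle neutral wells and 100% = reference inhibitor wells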
Wnt bcat act: Wnt/beta-catenin pathway activators, primary screen, cell-based, plate reader, single point; Wnt/beta-catenin reporter cell assay, activator; activation, % at 9.35 µM; 1.2% of 300,000 active; AID 743398, 2014; in the data active = activation above about 30%, passing the limit was not always enough; inconclusive = no clear call, values can overlap the other calls;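 also: 0% = neutral control wells and 100% = positive control wells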
Numbers without * were called inactive; ? = inconclusive; · = not tested or not shown. This is a random part of the collection. About 1.9% of those tested had a hit in this group.

Values run as follows: PfHsp90 set2 | Rtt109 HAT inh | Ecoli viability | AddAB inh | phage Ecoli inh | DAGLB inhibitor | Tat transport | CAL PDZ FP | PvdQ inh | Wnt bcat act
> Fc1ccc(/C=N/Nc2ncnc3nc[nH]c23)cc1F
→ -18 | 5 | 0.4 | 1.4 | 2.8 | 1 | -8 | -3.3 | -22 | -2
> CCN(CC(=O)Nc1ccc(NC(C)=O)cc1)C(=O)c1ccc2ccccc2c1
→ 0 | -11 | 0.3 | 2.2 | 3.1 | -1 | -8 | -3.7 | 8 | 5
> COC(=O)c1sc(NC(=O)COc2ccccc2C)nc1C
→ -32 | -1 | -0.8 | -3.7 | 3.2 | -10 | -15 | 2.2 | -10 | 1
> O=C(NCc1cccs1)C1CCCN(S(=O)(=O)c2cccc3cccnc23)C1 (stereo not given)
→ -16 | -3 | 1.0 | 2.7 | 1.8 | 0 | 9 | -1.6 | -8 | 0
> Oc1cccnc1Sc1cccc(C(F)(F)F)c1
→ 0 | 0 | 0.7 | 4.5 | 1.5 | -4 | 3 | 0.0 | -14 | -2
> Cc1ccc(N(CC(=O)NC2CCCCC2)S(=O)(=O)c2cccs2)cc1
→ -9 | -4 | -1.9 | 3.9 | -2.2 | 0 | -3 | -2.4 | -15 | -1
> Cc1ccc(-c2noc(CSc3nnc(-c4ccncc4)n3-c3ccc(F)cc3)n2)cc1
→ 10 | 2 | -1.9 | 0.3 | -0.2 | 2 | -2 | -1.8 | -9 | ·
> Cn1c(C(=O)NC2CC2)cc(=O)n(C)c1=O
→ -29 | · | 0.5 | 0.7 | 6.2 | 2 | 2 | -4.2 | -1 | ?
> O=C(Cc1ccccc1[N+](=O)[O-])NCCSCc1c(F)cccc1Cl
→ 4 | -12 | 2.5 | 3.4 | 2.9 | -1 | -5 | -1.7 | -11 | ·
> CC(C)(C)CC(C)(C)NC1=CC(=O)OC12CCCCC2
→ -16 | 5 | 0.7 | -0.9 | 1.3 | -3 | -1 | -1.5 | -12 | ·
> O=[N+]([O-])c1cc(C(F)(F)F)ccc1NCCCCNS(=O)(=O)c1ccc(Cl)cc1
→ -29 | 1 | -0.5 | 0.2 | 2.7 | 0 | 2 | -0.5 | -3 | -2
> Cc1ccc(CSCc2nnc(SCC(=O)N3CCN(c4ccccc4)CC3)n2C)cc1
→ -7 | 14 | 1.9 | 1.6 | 1.9 | 2 | -4 | -1.5 | 8 | ·
> Cc1ccc(C)c(-c2nn(-c3cc(N4CCN(CCO)CC4)ccc3[N+](=O)[O-])c(=O)c3ccccc23)c1
→ 21 | 15 | -4.5 | -3.5 | 1.3 | 1 | 11 | -1.6 | 0 | -1
> Cc1nn(CCC(=O)NNC(=S)Nc2ccc([N+](=O)[O-])cc2)c(C)c1[N+](=O)[O-]
→ -23 | 7 | 0.2 | 0.7 | 4.3 | 7 | -1 | 0.5 | 1 | -1
> Cc1ccccc1CNC(=O)C1CCC(=O)N(CC2CCCCC2)C1 (stereo not given)
→ 15 | -6 | -3.0 | -0.4 | 2.8 | 1 | 2 | -0.4 | -9 | -2
> Cc1ccc(Nc2nc(N/N=C/c3c[nH]c4ccccc34)nc(N3CCOCC3)n2)cc1
→ -32 | 2 | -1.2 | -2.6 | -1.3 | 1 | -2 | -0.4 | -5 | 1
> CCOC(=O)N1CCN(C(=O)c2nn(-c3ccc(C)cc3)c(=O)c3c2c2ccccc2n3C)CC1
→ -8 | 1 | 2.1 | -0.5 | 1.9 | -3 | 0 | -0.4 | 3 | -1
> O=C(CCCOc1ccc(Cl)cc1Cl)Nc1nnc(C2CC2)s1
→ 7 | 4 | -1.6 | 0.1 | -0.6 | 4 | -6 | -1.0 | -16 | 0
> O=C(OCC#CCSc1nnc(-c2cccc3ccccc23)o1)c1ccc2ccccc2c1
→ -2 | -3 | 0.5 | 1.7 | 2.9 | -8 | 3 | 0.0 | -9 | 5
> CCOc1ccc(Br)cc1S(=O)(=O)NCc1ccncc1
→ 12 | 8 | 2.4 | 1.0 | 2.4 | · | -1 | -0.3 | -7 | 0

Compound profiles (already shown). Order of values: PfHsp90 set2, Rtt109 HAT inh, Ecoli viability, AddAB inh, phage Ecoli inh, DAGLB inhibitor, Tat transport, CAL PDZ FP, PvdQ inh, Wnt bcat act
`Cc1ccc(C)c(-c2nn(-c3cc(N4CCN(CCO)CC4)ccc3[N+](=O)[O-])c(=O)c3ccccc23)c1` is entered as 21, 15, -4.5, -3.5, 1.3, 1, 11, -1.6, 0, -1
`Oc1cccnc1Sc1cccc(C(F)(F)F)c1` is entered as 0, 0, 0.7, 4.5, 1.5, -4, 3, 0.0, -14, -2
`Fc1ccc(/C=N/Nc2ncnc3nc[nH]c23)cc1F` is entered as -18, 5, 0.4, 1.4, 2.8, 1, -8, -3.3, -22, -2
`O=C(CCCOc1ccc(Cl)cc1Cl)Nc1nnc(C2CC2)s1` is entered as 7, 4, -1.6, 0.1, -0.6, 4, -6, -1.0, -16, 0

Other compounds
Values run as follows: PfHsp90 set2 | Rtt109 HAT inh | Ecoli viability | AddAB inh | phage Ecoli inh | DAGLB inhibitor | Tat transport | CAL PDZ FP | PvdQ inh | Wnt bcat act
> COC(=O)C(C)Sc1nc2c(cnn2-c2ccc(F)cc2)c(=O)[nH]1 (stereo not given)
→ 2 | 12 | -3.2 | -2.3 | -0.4 | 1 | 3 | -0.6 | -6 | -3
> CCCCNC(=O)Nc1nnc(SCC(=O)OCC)s1
→ 15 | 5 | 2.5 | 2.5 | 2.0 | -2 | -1 | -2.6 | -1 | -1
> COc1cc(C(=O)N2CCN(C(=O)c3cc(-c4ccccc4)n[nH]3)CC2)cc(OC)c1OC
→ -5 | -2 | -1.7 | 1.0 | 5.1 | 0 | -7 | -1.6 | -5 | -2
> O=C(Nc1ccc(Cl)c(Cl)c1)c1ccccc1NC(=O)C1CC=CCC1C(=O)O (stereo not given)
→ -19 | 7 | · | · | 2.1 | 7 | 6 | -3.8 | 4 | 28
> CCCS(=O)(=O)N1CCCC(C(=O)NCc2ccco2)C1 (stereo not given)
→ -13 | 2 | 1.9 | 1.5 | 2.3 | 1 | 2 | 0.4 | -7 | ·
> COC(=O)c1cc(C(=O)N2CCN(c3cccc(C)c3C)CC2)cc([N+](=O)[O-])c1
→ -19 | 6 | -1.4 | 0.8 | 5.0 | -4 | 9 | -0.1 | 5 | -7
> Cc1ccc(S(=O)(=O)N(C)CC(=O)N2CCCCCC2)cc1
→ 20 | 5 | 1.6 | 2.3 | 7.9 | 0 | -1 | 0.1 | -17 | -1
> CCOC(=O)Cn1nc(C)n(-c2c(C)cccc2C)c1=O
→ · | -7 | 0.4 | 2.0 | 2.1 | 0 | -1 | -0.5 | -10 | 4
> Cc1ccccc1C(=O)Nc1cc(S(=O)(=O)N2CCOCC2)ccc1N1CCN(C)CC1
→ 11 | -7 | -2.3 | 3.7 | 1.1 | -1 | 4 | -1.4 | -11 | 1
> COc1cc(Cc2nccc3cc(OC)c(OC)cc23)c(S(=O)(=O)O)cc1OC
→ -10 | -3 | -0.5 | -0.7 | 1.4 | -2 | 1 | 0.9 | 3 | 2
> O=C(c1cccc(N2C(=O)C3C4C=CC(C4)C3C2=O)c1)N1CCN(c2ccccc2F)CC1 (stereo not given)
→ -7 | -5 | 0.2 | -0.8 | 1.6 | 1 | -5 | -3.1 | -13 | 0
> CC1CC(C)CN(CCCNC(=O)C2CCCN(c3ncnc4c3nc3n4CCCCC3)C2)C1 (stereo not given)
→ -5 | 13 | -3.3 | -1.7 | -0.7 | 0 | -6 | -1.4 | -15 | -1
> CN(C)c1oc(COc2ccccc2F)nc1C#N
→ -13 | -6 | -1.4 | 2.9 | 1.7 | 0 | 2 | · | -10 | 3
> COc1ccccc1S(=O)(=O)Nc1ccc2nc(C)sc2c1
→ -10 | 38 | 1.3 | -0.2 | 1.7 | -3 | -4 | -2.6 | -1 | -1
> CC1=CC2=NC(=O)/C(=C\c3cccn3CCOc3ccccc3C)C(=N)N2O1
→ 19 | 5 | -0.9 | -1.6 | 0.5 | -3 | 8 | -1.4 | -16 | -1
> CN(C)CCCN(C(=O)c1ccc(S(=O)(=O)N2CCCC2)cc1)c1nc2c(F)cc(F)cc2s1
→ -3 | 0 | -0.6 | 3.8 | 4.9 | -2 | -5 | -3.7 | -4 | -1
> S=C(Nc1cccc(Cl)c1)N1CCN(c2ccccn2)CC1
→ -8 | 1 | -0.3 | 2.6 | 1.8 | -1 | 0 | 0.1 | -10 | -3
> O=C(c1ccco1)N1CCN(C(=O)C2CC(c3ccccc3F)=NO2)CC1 (stereo not given)
→ -5 | -2 | -0.7 | -0.9 | 0.9 | 2 | 2 | -1.4 | -8 | 1
> O=C(CCc1ccc(S(=O)(=O)N2CCOCC2)cc1)Nc1nccs1
→ -12 | -6 | -2.1 | 2.6 | 3.1 | -2 | 3 | 0.0 | -17 | ·
> O=C1NC(c2ccccc2)=C(c2ccccc2)C1=O
→ 9 | 2 | 1.0 | 0.8 | 2.1 | 2 | -11 | 0.3 | -9 | 0

Further entries
SMILES	PfHsp90 set2	Rtt109 HAT inh	Ecoli viability	AddAB inh	phage Ecoli inh	DAGLB inhibitor	Tat transport	CAL PDZ FP	PvdQ inh	Wnt bcat act
CCOC(=O)c1[nH]c2ccc(OC)cc2c1NC(=O)CN1CCc2ccccc2C1	-8	7	-1.9	-0.7	-0.2	-1	4	-2.2	-13	·
Cc1ccc(/C=C/S(=O)(=O)NCC(=O)OCC(=O)Nc2ccc(C(N)=O)cc2)cc1	23	-2	0.4	2.1	2.5	3	-2	-2.6	-7	0
COc1cccc(CN2CCNC(=O)C2CC(=O)NCC2CCOCC2)c1 (stereo not given)	-11	0	-3.8	1.7	3.2	0	-3	0.4	-12	1
COc1ccc(CCNc2ccc(C(CC(N)=O)NC(=O)Cc3cccc4ccccc34)cc2[N+](=O)[O-])cc1 (stereo not given)	1	0	2.7	-1.4	1.3	18	1	-0.5	7	-1
Cc1ccc(CSc2nnc(-c3cccc(S(=O)(=O)N4CCOCC4)c3)n2CC(C)C)cc1	4	9	-2.4	0.6	3.4	-1	13	-1.5	3	·
CCc1ccc(NC(=O)c2ccnc(C(C)(C)C)c2)cc1	5	-5	-0.8	-1.5	2.0	-2	-4	-0.1	-2	-3
Cc1ccccc1CS(=O)(=O)c1snnc1C	·	4	1.4	0.5	3.1	-2	-2	-1.1	-3	0
COc1cc(NC(=O)c2ccc3c(=O)n(Cc4ccco4)c(=S)[nH]c3c2)cc(OC)c1OC	-22	3	-1.8	-2.0	2.1	0	16	-2.5	-6	·
COc1ccc(-c2ccc3c(c2)c(C#Cc2ccsc2)c(-c2cc(OC)cc(OC)c2)n3C)cc1	-8	20	-1.5	1.8	2.5	0	-5	-0.7	1	-7

Compound activity from PubChem.
